# USP1-UAF1 inh: USP1/UAF1 (human) deubiquitinase inhibition | Potency, µM (titrated, usually from 57.1 µM), without a hit: top-dose activity change, negative = inhibition, usual class: inhibitors | O94782 | recombinant USP1/UAF1, Ub-Rhodamine cleavage fluorescence | 390,000 tested, 0.23% active; further: potency means the concentration at half of the fitted maximal effect; on the % scale 0 is the no-effect control and ±100 the full control effect; nearly all actives have a fitted effect of over 60% in size; inactives centre near -12
#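 Step one: compound is pinned into 1nM USP1/UAF1 in HEPES pH 7.8 buffer with TCEP. Step two: 15 min room-temperature incubation. Step three: Ub-Rho (150nM final) starts cleavage, tracked by fluorescence over six one-minute reads.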
# mIDH1 inhibitor: inhibitors of human mutant IDH1 R132H; O75874; 390,000 tested, 0.093% active; IDH1-R132H enzyme, NADPH consumption, diaphorase/resazurin fluorescence; Potency, µM (highest dose often 76.6 µM), for inactives: top-dose activity change, negative = inhibition, most hits filed as inhibitors; further: potency means the concentration at half of the fitted maximal effect; on the % scale 0 is the no-effect control and ±100 the full control effect; nearly all actives have a fitted effect of over 65% in size
#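 IDH1-R132H (0.5 ug/mL) preincubated 30 min with compound, then NADPH (0.016 mM) and alpha-KG (2 mM) added; 80 min at RT, pH 7.5. Remaining NADPH coupled via diaphorase/resazurin to fluorescence (540/590 nm); concentration-response curves normalized to no-enzyme control.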
# TRHR enhancer: TRH receptor (human) allosteric enhancement. enhancement, % at 2 µM. 360,000 tested, 0.66% active. P34981. TRHR cells, fluo-8 calcium fluorescence, EC20 TRH enhancement; in the data active means enhancement above about 30%; further: 0% is about no effect
#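 TRHR-expressing cells loaded with fluo-8 calcium dye were read kinetically (ex 480/em 530) during compound addition, then stimulated with an EC20 of TRH (10 nM final). Enhancement of the Gq-mediated intracellular calcium response was scored.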
# TrxR1 substrate: is turned over as a substrate by rat TrxR1; Potency, µM (highest dose often 114 µM), inactives show at the highest dose activity change, negative = substrate turnover; AID 588456; 390,000 tested, 0.01% active; O89049; purified TrxR1 substrate turnover, NADPH consumption readout; further: potency means the concentration at half of the fitted maximal effect; on the % scale 0 is the no-effect control and ±100 the full control effect; nearly all actives have a fitted effect of over 50% in size
# Target sequence (O89049 whole entry, looked up): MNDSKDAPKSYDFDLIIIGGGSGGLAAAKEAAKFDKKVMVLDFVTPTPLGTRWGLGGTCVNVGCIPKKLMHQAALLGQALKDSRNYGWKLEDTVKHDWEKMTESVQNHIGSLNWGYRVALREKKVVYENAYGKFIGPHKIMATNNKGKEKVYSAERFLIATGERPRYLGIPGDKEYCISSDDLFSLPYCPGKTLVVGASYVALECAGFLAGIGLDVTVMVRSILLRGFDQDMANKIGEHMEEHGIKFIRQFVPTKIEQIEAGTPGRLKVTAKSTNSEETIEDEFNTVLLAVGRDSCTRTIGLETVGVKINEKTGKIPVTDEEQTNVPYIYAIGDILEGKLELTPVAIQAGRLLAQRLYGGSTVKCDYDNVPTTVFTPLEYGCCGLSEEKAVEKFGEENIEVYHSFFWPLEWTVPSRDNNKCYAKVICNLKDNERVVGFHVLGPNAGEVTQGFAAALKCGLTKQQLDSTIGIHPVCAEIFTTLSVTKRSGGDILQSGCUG
#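 Rat TrxR1, dispensed at 90 nM, was prereduced with 400 uM NADPH (final) for 5 min at ~22 deg C, then incubated with compound 15 min before 400 uM selenite. A first-read NADPH fluorescence drop versus no-compound background flagged substrates.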
# TrxR1 inh: inhibitors of rat thioredoxin reductase 1; Potency, µM (titrated, usually from 114 µM), for inactives: at the highest dose activity change, negative = inhibition, hits mostly inhibitors; O89049; 390,000 tested, 1% active; recombinant rTrxR1, NADPH fluorescence consumption, selenite substrate; AID 588453; further: potency means the concentration at half of the fitted maximal effect; on the % scale 0 is the no-effect control and ±100 the full control effect; nearly all actives have a fitted effect of over 65% in size
#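 Rat TrxR1 (90 nM in the dispensed reagent) was pre-reduced with 400 uM NADPH for 5 min at room temperature, then incubated with compound for 15 min. After 400 uM selenite was added, NADPH fluorescence (Ex 340/Em 450 nm) was followed for 8 min.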
# PI4K2A block: blocks human PI4K2A kinase activity; activity change, negative = inhibition, % at 76.9 µM; Q9BTU6; purified PI4K2A, ADP-Glo luminescence, 1 h; stronger effect = lower value; 420,000 tested, 0.13% active; in the data active means activity change below about -50%; inconclusive means mostly about -30% to -49%;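 further: -100% = wells without enzyme as full effect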
# Target sequence (Q9BTU6 whole entry, looked up): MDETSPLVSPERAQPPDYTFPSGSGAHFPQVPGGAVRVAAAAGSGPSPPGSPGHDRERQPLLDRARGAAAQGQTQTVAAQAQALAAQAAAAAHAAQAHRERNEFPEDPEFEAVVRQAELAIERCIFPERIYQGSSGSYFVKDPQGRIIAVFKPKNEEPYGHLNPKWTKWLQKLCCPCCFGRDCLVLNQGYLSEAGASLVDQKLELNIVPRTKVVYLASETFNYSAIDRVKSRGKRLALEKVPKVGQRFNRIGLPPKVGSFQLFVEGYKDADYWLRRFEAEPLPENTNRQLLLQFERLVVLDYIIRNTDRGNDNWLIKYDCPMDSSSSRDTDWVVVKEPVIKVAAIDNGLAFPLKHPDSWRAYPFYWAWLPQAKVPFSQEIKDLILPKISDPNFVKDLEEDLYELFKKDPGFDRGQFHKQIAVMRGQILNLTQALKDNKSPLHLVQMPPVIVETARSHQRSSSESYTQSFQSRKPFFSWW
#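 ADP-Glo luminescence measured ADP generated by PI4K2A enzyme (4 ug/mL before mixing) with 1.2 mM PI substrate (pre-mix) and 300 microM ATP (pre-mix). Tris pH7.5 buffer with MgCl2, Triton X-100; 1 h reaction at ambient temperature.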
# D2 agonist: D2 dopamine receptor (human) agonism | activation, % at 2 µM | 340,000 tested, 0.53% active | HEK293 T-REx D2 cells, calcium flux agonist mode | AID 485358;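 active means activation over 3 SD above normal in the single-dose calcium agonist read, cut at about 30% in these data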; further: 0% is about no effect
#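 Calcium-flux readout, 1 cycle/sec over 180 s following compound pin transfer, in inducible HEK293 Trex D2 cells (force-coupled); dopamine controls included. Positive calcium responses during this window marked compounds as potential agonists.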
# TRHR ag: TRH receptor (human) agonism. TRHR cells, calcium flux fluo-8, FDSS agonist mode. 360,000 tested, 0.18% active. activation, % at 2 µM. P34981; in the data active means activation above about 30%; further: 0% is about no effect
#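 Steps: seed TRHR cells overnight; add fluo-8 no-wash Ca dye, RT 30 min–1.5 h; record 10 s baseline; pin-transfer compounds; monitor fluorescence 1 cycle/s for the agonist window. Calcium increases flag candidate agonists.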
# D2 antagonist: antagonizes the human D2 dopamine receptor | 340,000 tested, 2% active | inhibition, % at 10 µM | HEK293 TREx D2 cells, calcium flux, dopamine EC80 | AID 485344; in the data active means inhibition above about 30%; further: 0% is about no effect
#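 Calcium flux kinetic readout in an inducible HEK293 TREx D2 line plated overnight at 30 C. After 180 s compound exposure, an EC80 dopamine challenge follows with another 180 s kinetic read to detect antagonism.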
# Numbers without * were called inactive; u = inconclusive; x = no result given; & = joins results of further samples; [ ] = remark or other dose. Unless noted, the call rests on the fitted dose curve; in most records, active means well fitted inhibition curve with a large enough effect; inconclusive means small, poorly fitted or top-dose-only effect; inactive means no such curve, though single readings can be large or run the other way.
molecule	USP1-UAF1 inh	mIDH1 inhibitor	TRHR enhancer	TrxR1 substrate	TrxR1 inh	PI4K2A block	D2 agonist	TRHR ag	D2 antagonist
COCCn1c(Cc2ccccc2)nnc1SCC(=O)NC1CCCCC1	4%	0%	10	-2%	5%	-2	1.8	1.1	-2
CCOC(=O)C1CCN(C(=O)Nc2cccc(Cl)c2)CC1	-9%	2%	1	-6%	-7%	-2	-0.3	1.1	-9
CCN(Cc1ccccc1)Cc1ccc(OCc2ccccc2)c(OC)c1	-1%	6%	2	-6%	17%	-3	-2.0	-0.5	-12
Cc1ccc(NC(=O)c2nc(S(C)(=O)=O)ncc2N(Cc2ccco2)Cc2ccco2)cc1	-14%	13%	3	0%	3%	-2	-2.0	-2.1	x
O=C1C2N=NN(CC(=O)N3N=C(c4ccccc4)CC3c3ccc([N+](=O)[O-])cc3)C2C(=O)N1c1ccccc1 (stereo not given)	x	x	4	x	x	x	0.6	0.2	3
CCOC(=O)N1CCN(S(=O)(=O)CCNC(=O)c2ccc(F)cc2)CC1	-2%	-2%	4	-8%[57.1 µM]	-10%[57.1 µM]	2	x	-0.5	-8
CCN(CC)S(=O)(=O)c1ccc2oc(Nc3ccc(OC)cc3)nc2c1	-16%	1%	-5	1%	14%	-19	0.0	0.6	2
CCn1c(=S)[nH]c2sc3c(c2c1=O)CCCCC3	-8%	12%	3	5%	-14%	-10	-0.9	0.2	19
FC(F)(F)c1nnc(-c2ccccc2)nc1N1CCCC1	-6%	-6%	2	2%	6%	4	-0.8	0.8	15
O=C(CC1N=C2c3ccccc3N=C(SCC(=O)Nc3ccccc3F)N2C1=O)NCc1cccs1 (stereo not given)	-23%	-8%	4	0%	15%	0	x	0.7	x
Cn1c(NCc2ccco2)nc2c1c(=O)n(Cc1ccc(Br)cc1)c(=O)n2C	-14%	11%	2	5%[57.1 µM]	12%[57.1 µM]	-3	0.8	0.8	-10
CCCCCCC1CC(=O)NC(=O)N1 (stereo not given)	-16%	4%	2	4%	2%[57.1 µM]	-8	x	-0.3	x
CCC(=O)N1CCc2cc(S(=O)(=O)CCC(=O)NCc3cccc(OC)c3)ccc21	-14%&-2%	2%&19%	-3&8	13%&-3%	40%&6%[activator]	-3&1	-0.5&-0.3	0.0&-1.7	-5
CC1CCN(CC(=O)Nc2ccc(S(=O)(=O)N3C(C)CCCC3C)cc2)CC1 (stereo not given)	-25%	-1%	26	2%	16%	4	1.1	1.7	-15
Cc1nn(-c2ccc(Br)cc2)c(=O)c2ccccc12	-4%	9%	4	11%[57.1 µM]	25%[57.1 µM]	-13	-0.2	-0.9	-4
Cc1ccsc1/C=N/NC(=O)Cn1cnc2ccccc21	-6%	3%	2	-14%	-16%	1	-0.4	0.0	-27
O=C(CCc1ccccc1)Nc1ccccc1[N+](=O)[O-]	-11%	3%	4	-5%	-8%	0	-0.5	-1.3	16
CCc1ccc(C(=O)NNc2ccc(F)cc2)cc1	-7%	1%	-6	-3%	-4%	-1	-1.1	0.5	-3
COc1ccc(C(=O)CSc2nncn2C)cc1	-24%	4%	4	9%[57.1 µM]	11%[57.1 µM]	0	-0.2	-0.1	-5
CC(=O)Nc1ccc(S(=O)(=O)Nc2cc(C)cn(Cc3ccc(C)cc3)c2=O)cc1	-22%	7%	4	-9%	-5%[57.1 µM]	-4	1.0	0.3	-3
CCC(=O)N1CC2(C)CN(C(=O)CC)CC(C)(C1)C2	-14%	-5%	7	0%[57.1 µM]	9%[57.1 µM]	-1	-0.8	0.4	1
S=c1[nH]nc(-c2ccc3ccccc3n2)n1-c1ccc(Cl)cc1	-11%	5%	-3	-8%[57.1 µM]	-18%[57.1 µM]	1	0.2	-0.6	-10
CC1(C)CC(=O)N(c2ccc(Cl)c(Cl)c2)C(=O)C1	-8%	1%	-1	7%[57.1 µM]	4%	2	0.3	0.5	13
CCOc1ccccc1C(=O)NCC(=O)OCc1csc(CC(=O)Nc2ccc(C)cc2)n1	-18%	2%	7	-4%	1%	2	-0.5	0.9	-38
CCOC(=O)c1cccc(NC(=O)C2CCCN(c3nnc(N4CCCC4=O)s3)C2)c1 (stereo not given)	-11%	-6%	2	9%[57.1 µM]	24%[57.1 µM]	-5	0.5	-0.8	-21
CC1CCCN(c2ccc(C(=O)NCc3ccccc3)cn2)C1 (stereo not given)	-8%	3%	10	3%[57.1 µM]	12%[57.1 µM]	5	-0.5	-0.2	5
COC(=O)C(CC(C)C)NC(=O)c1ccc([N+](=O)[O-])c(C)c1 (stereo not given)	6%	-1%	1	0%	0%	-2	0.8	0.2	-7
Cc1cc(C)n(S(=O)(=O)c2cccc(Cl)c2Cl)n1	u	2%	0	7%	6%	-4	-0.1	-0.6	12
O=C(O)c1cc(Cl)ccc1-c1ccc(/C=C/c2cc(C(F)(F)F)[nH]c(=O)n2)o1	28µM*	6%	-2	-10%[57.1 µM]	-32%[57.1 µM]	-7	7.8	73*	13
COc1cc(-c2cc(C(=O)OCC(=O)NC3CC3)c3ccccc3n2)cc(OC)c1OC	-5%	0%	x	0%	3%	6	x	x	x
CN(C)CCN(C(=O)c1ccc(Br)s1)c1nc2cc3c(cc2s1)OCCO3	-5%	0%	3	-1%	0%	2	-0.6	-0.2	-9
CCN1CCN(C(=O)CCc2nc3ccccc3n2-c2ccccc2)CC1	-3%	5%	0	5%	7%	4	1.4	0.4	-9
CC1=C(C(=O)Nc2ccccc2C)C(c2ccc(C)o2)C2=C(CCCC2=O)N1 (stereo not given)	-14%	9%	-7	-3%	-24%	1	-0.4	-0.8	14
COc1cc(CO)cc(Br)c1OCC(=O)O	-13%	14%	-3	6%	11%	-6	-0.1	0.0	9
CCCCCc1cc(=O)oc2c(C(CCN(CC)CC)c3ccc(N(C)C)cc3)c(OC)cc(OC)c12 (stereo not given)	-13%	-13%	7	12%[57.1 µM]	18%[57.1 µM]	0	1.3	1.2	-17
CN(C)c1ccccc1C(=O)N1CCCC(Nc2ccc(F)cc2)C1 (stereo not given)	-16%	14%	-9	4%	3%	-2	-1.4	0.0	-14
CC(C)(CO)C(O)C(=O)NCCC#N (stereo not given)	-21%	-7%	8	7%[57.1 µM]	10%[57.1 µM]	-2	0.9	-0.5	-13
COc1ccc2nc(N3C(=O)C(O)=C(C(=O)c4ccco4)C3c3ccccc3OC)sc2c1 (stereo not given)	-19%	19%	9	-1%	17%	0	0.2	-0.1	-3
O=C1Nc2c(c(=O)[nH]c(=O)n2Cc2ccccc2)C1(NS(=O)(=O)c1ccccc1)C(F)(F)F (stereo not given)	-3%	-5%	-3	3%	25%	-2	1.0	-0.3	2
CCc1ccc(CSc2nc(-c3ccccc3F)nc3c2Cc2c(CO)cnc(C)c2O3)cc1	u	10%	14	-6%	-25%	4	-0.4	0.2	x
Cc1ccc(Nc2sc(C(=O)c3ccccc3)c(N)c2C(N)=O)cc1	-3%	-3%	-19	4%[57.1 µM]	4%[57.1 µM]	-7	-0.6	-0.1	x
CC(=O)Nc1ccc(/C=N/NC(=O)c2cc3ccccc3nc2C)cc1	-9%	-1%	5	-7%	0%	0	-0.6	0.2	1
Cc1ccc(NC(=O)NC(C)c2c(-n3cccc3)sc(C)c2C)cc1F (stereo not given)	u	x	-15	4%	24%	0	0.3	0.1	x
Cc1cccc(C)c1NC(=O)NC1(C(=O)N2CCCC2)CCCCC1	-7%	0%	-17	-11%	19%[57.1 µM]	-3	x	0.2	x
CC1([N+](=O)[O-])COC(C=Cc2ccccc2)OC1 (stereo not given)	-20%	-1%	x	0%	18%	-3	x	x	x

# Arranged by number of heavy atoms (rising): 3 of the compounds above.
molecule	USP1-UAF1 inh	mIDH1 inhibitor	TRHR enhancer	TrxR1 substrate	TrxR1 inh	PI4K2A block	D2 agonist	TRHR ag	D2 antagonist
COC(=O)C(CC(C)C)NC(=O)c1ccc([N+](=O)[O-])c(C)c1 (stereo not given)	6%	-1%	1	0%	0%	-2	0.8	0.2	-7
S=c1[nH]nc(-c2ccc3ccccc3n2)n1-c1ccc(Cl)cc1	-11%	5%	-3	-8%[57.1 µM]	-18%[57.1 µM]	1	0.2	-0.6	-10
COc1ccc2nc(N3C(=O)C(O)=C(C(=O)c4ccco4)C3c3ccccc3OC)sc2c1 (stereo not given)	-19%	19%	9	-1%	17%	0	0.2	-0.1	-3

# Continuation:
molecule	USP1-UAF1 inh	mIDH1 inhibitor	TRHR enhancer	TrxR1 substrate	TrxR1 inh	PI4K2A block	D2 agonist	TRHR ag	D2 antagonist
Cc1nn(-c2cc(N(S(C)(=O)=O)S(C)(=O)=O)c(Cl)cc2Cl)c(=O)n1C	-5%	9%	1	-9%	-14%	5	-2.1	0.5	-6
COc1cccc(C2=CC(=O)C[C@H](c3ccc(F)cc3)C2)c1OC	-24%	8%	11	29%	61%[activator]	-5	-1.0	-0.3	3
CCOC(=O)C1(Cc2ccccc2)CCN(Cc2nccn2CC)CC1	-6%	-1%	1	10%[57.1 µM]	22%[57.1 µM]	-13	0.4	1.2	65*
COc1ccc(CN(C)C(c2ccccc2)c2nnnn2-c2ccccc2C)c(OC)c1C (stereo not given)	-22%	2%	-7	5%[57.1 µM]	6%[57.1 µM]	-7	-1.0	0.8	6
c1ccc2c(c1)ncn2-c1ccc(-c2ccnc(-c3ccncc3)n2)cc1	-2%	-3%	9	-8%	-8%	2	-0.8	-0.3	15
COC(=O)c1sccc1NC(=O)C1C2C=CC(C2)C1C(=O)O (stereo not given)	-21%	7%	0	-1%	0%	2	x	-0.3	x
CCOC(=O)CSc1nc2nc(C)cc(C)n2n1	-10%	-12%	-1	8%[57.1 µM]	14%[57.1 µM]	-7	-0.9	0.1	13
Cc1sc(NC(=O)CSc2nc(N)cc(N)n2)c(C#N)c1C	u	-9%	9	2%	8%	-16	-0.6	-0.3	-8

# Compound activity: PubChem BioAssay, National Center for Advancing Translational Sciences (NCATS)
